Screening data as filed in PubChem BioAssay.
PGC1a acetyl inh: PGC1a acetylation modulation, inhibitor mode | U2OS PGC1a acetylation, AlphaScreen anti-acetyl-lysine; with virally co-expressed GCN5 acetyltransferase | inhibition, % at 15.6 µM | 350,000 compounds, 0.17% hits | AID 651687;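 active = every replicate shows inhibition of at least 40%; inconclusive = mean inhibition at least 40% but some replicate below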;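 note: 0% = neutral control wells and 100% = positive control wells; some results beyond the cut were filed as inactive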
Cneo AK release: causes C. neoformans cell lysis. lysis activity, % at 15 µM. adenylate kinase release luminescence, 4 h; normalised: neutral wells 0, clomiphene wells 100. 360,000 compounds, 0.2% hits;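 active = mean lysis activity across replicates of at least 80%, whatever share of replicates individually reach that level; inactive = mean lysis activity below 80%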
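Assay system: C. neoformans cells. Amount: yeast cell density of 5 × 10^6 cells/mL. Technique: AK luminescence. Buffer or medium: YPD. Times: static 4 h at 37 °C with compound, 1 h detection. Dosing: single-point compound dose. Read-out: lysis from increased AK signal.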
Statin myotox sup: protects C2C12 myotubes from simvastatin toxicity. ATP luminescence, 48 h; scaled: DMSO 0, geranylgeraniol control 100. rescue of ATP level, % at 7.49 µM. 330,000 compounds, 0.78% hits. AID 602340;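 active = mean ATP rescue above about 67%, or every replicate alone reaching that limit, limit read from the data, passing the limit was not always enough; inconclusive = no clear call, values can overlap the other calls; inactive = mean under the limit and some replicate under it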;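 note: myotubes were challenged with 10 µM simvastatin during compound exposure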
PglD DTNB: inhibitors of Campylobacter jejuni PglD acetyltransferase. purified PglD enzyme, DTNB colorimetric CoA detection. inhibition, % at 12.5 µM. 360,000 compounds, 0.098% hits. AID 602405; in the data active = inhibition above about 16%, passing the limit was not always enough; inconclusive = no clear call, values can overlap the other calls; note: strong numbers were not always called active
FN deposition inh: fibronectin deposition inhibition. AH1F fibroblasts, Alexa488-fibronectin deposition fluorescence, overnight. 350,000 compounds, 0.086% hits. inhibition, % at 12.6 µM. AID 743247;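 active = mean inhibition across replicates of 30% or more, regardless of how many single replicates reach that level; inconclusive = mean under 30% yet at least half of replicates reach 30%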;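 note: positive control wells lacked labelled fibronectin entirely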
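Material: AH1F fibroblast monolayer depositing Alexa488-labelled fibronectin into matrix | Input: 10000 AH1F cells/well | Medium: DMEM plus 2% serum, read in PBS | Reagent: Alexa488-fibronectin, 24 nM final in well | Compound dosing: One dose per compound, pinned | Schedule: 1 h adhesion, overnight exposure | Measured by: Fluorescence at 485 nm excitation, 525 nm emission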
GSIS activator: GLuc luminescence reporter in INS-1E cells, primary screen for activators of glucose-dependent secretion of insulin; 370,000 compounds, 0.61% hits; INS-1E GLuc reporter insulin secretion, 2-3 h; AID 743287; activation, % at 16.6 µM;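 active = lowest replicate activation of at least 40%, so every replicate reaches that level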;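 note: 0% = median of neutral control wells and 100% = median of IBMX positive control wells; some compounds called inactive have numbers as strong as hits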
miR-122 sensor: inhibitors of miR-122 in Huh7 cells; 340,000 compounds, 0.3% hits; Huh7 miR-122 Renilla luciferase sensor, 48 h; neutral wells = 0, positive control = 100; activation (reporter increase), % at 12.5 µM;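 active = mean replicate activation score at least 90 and every replicate individually at or above 90; inconclusive = only one of the two criteria met; inactive = neither criterion met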;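 note: higher luciferase means less miR-122 activity so hits act as miR-122 inhibitors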
F508del corr: CFTR F508del correction in bronchial cells | CFBE cells, YFP halide quenching; stimulated with forskolin plus potentiator P3; % fluorescence drop versus neutral controls | activity (quench increase), % at 7.58 µM | 350,000 compounds, 0.36% hits;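 active = mean added fluorescence quench of at least 8% versus neutral control, with both replicates also reaching 8%; inconclusive = only one of the mean or replicate conditions met; inactive = mean below 8% and not both replicates reaching 8%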;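 note: cells transiently co-express mutant CFTR-F508del with the halide-sensitive YFP; corrector assay measuring rescue of mutant channel to the surface after 24 h compound exposure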
Numbers without * were called inactive; ? = inconclusive; / = not tested or not shown; [ ] = remark or other dose.

Every second line gives: PGC1a acetyl inh, Cneo AK release, Statin myotox sup, PglD DTNB, FN deposition inh, GSIS activator, miR-122 sensor, F508del corr
> O=C(COc1ccc(-n2cnnn2)cc1)Nc1cccc(Cl)c1Cl
 : 3, 2, -6, 3, 1, 13, -8, -0.5
> Cc1ccc(C(=O)O/N=C(\N)Cc2cccc3ccccc23)cc1
 : /, 0, 3, -3, -2, -1, /, 1.0
> CCOc1ccc(NC(=O)Nc2ccc3nsnc3c2)cc1
 : -7, -2, 18, -4, -3, -4, 5, 2.2
> COc1cccc(-c2nnc(NC(=O)c3ccc(S(=O)(=O)N4CCOCC4)cc3)o2)c1
 : -1, 0, -38, -1, /, /, -10, /
> CCOC(=O)C1=C(c2ccccc2)Nc2nc(C)nn2C1c1cccc(OC)c1OC (stereo unspecified)
 : 2, 1, -4, 1, -6, /, 30, /
> O=C(N/N=C/C=C/c1ccco1)c1cccc([N+](=O)[O-])c1
 : /, 1, 1, 1, -1, -4, 68, /
> Cc1ccccc1NC(=O)C1CCCN1S(=O)(=O)c1ccc2c(c1)n(C)c(=O)c(=O)n2C (stereo unspecified)
 : -2, 1, -5, 1, 4, 1, -5, 1.7
> COC(=O)[C@@H]1[C@@H](CO)[C@@H]2Cn3c(ccc(-c4ccc(F)cc4)c3=O)[C@@H]2N1C(=O)C1CC1
 : /, 4, 13, -3, /, 0, 3[16.7 µM], -2.1
> CNC[C@H]1Oc2ncc(C#Cc3ccccc3F)cc2C(=O)N([C@@H](C)CO)C[C@H]1C
 : 4, -1, 10, 0, /, 3, 2[16.7 µM], 1.9
> O=S(=O)(c1ccccc1)n1cc(-c2cccc3nccn23)c2ccccc21
 : /, 16, 1, -1, -8, -1, /, 1.7
> O=C(CN(Cc1ccc(F)cc1)C(=O)CNS(=O)(=O)c1ccccc1)NCc1ccco1
 : /, 1, -1, 6, -8, 10, 7, -0.4
> CC(=O)Nc1c(C(=O)N2CCOCC2)cnn1-c1ccc(C)c(C)c1
 : /, 0, -1, -7, 8, /, 6, /
> O=C(Nc1cccc(C(=O)O)c1)Nc1ccccc1Cl
 : -8, /, /, /, /, -4, 1, 0.8
> C=CCOc1c(Br)cc(/C=C(\C#N)C(N)=O)cc1OC
 : 5, 0, /, 6, 0, 0, -4, -1.5
> NS(=O)(=O)c1ccc(CCNC(=O)C2CCCO2)cc1 (stereo unspecified)
 : 5, -4, 5, 2, 0, /, 1, 0.6
> CCn1c(CCNC(=O)c2ccc(Cl)cc2)nnc1SCC(=O)NC1CCCC1
 : -8, -5, -12, 1, /, /, -1, /
> O=C1/C(=C/c2ccco2)N=C(N2CCCCC2)N1c1ccccc1
 : 9, 0, 6, -6, -1, 0, -3, 1.1
> CO/N=C/c1c(C(=O)OC)nn(-c2ccccc2)c1Cl
 : -7, /, /, /, 5, 6, -2, 3.0
> C[C@@H]1CN([C@H](C)CO)C(=O)c2cc(NC(=O)NC3CCCCC3)ccc2O[C@@H](C)CCCCO[C@H]1CN(C)C(=O)Nc1ccccc1
 : -3, /, /, /, 9, -22, /, 0.3
> O=C(Nc1ccsc1C(=O)NC1CC1)c1ccccc1
 : -7, 2, -2, -1, -13, /, -8, /
> Nc1nonc1C(=O)NCCN=Cc1ccccc1O
 : /, 6, 4, -5, /, 0, /, /
> Cc1nn(C)c(C)c1Sc1ccccc1N
 : -5, /, /, /, 7, 12, -1, 1.4
> Cc1cc(Br)ccc1OCC(=O)NNC(=O)Cc1ccccc1
 : 2, /, 7, /, -4, 32, -2, 1.3
> CC1CCCCC1NC(=O)COC(=O)c1cc(=O)[nH]c2ccccc12 (stereo unspecified)
 : 3, -1, 1, -5, 10, -5, -3, -1.4
> Cc1ccc(S(=O)(=O)N(C)C[C@H]2Oc3c(NC(=O)c4nc5ccccc5s4)cccc3C(=O)N([C@@H](C)CO)C[C@@H]2C)cc1
 : -13, -9, -12, 1, /, 20, -6[16.7 µM], 0.7
> NC(=O)c1c(C(F)(F)F)cc(-c2ccccc2)nc1NCCO
 : 0, -2, 11, 1, 3, /, -1, /
> O=C1CCCc2c1cc(C(=O)NCc1ccco1)c(=O)n2-c1ccc(Cl)cc1
 : 3, 1, 3, 5, -3, /, -1, /
> CC(C)OC(=O)c1ccc2ccc(-c3ccccc3)nc2c1
 : -5, -6, -19, 7, -1, -5, -6, -1.1
> CS(=O)(=O)c1ccc(C(=O)OCC(=O)N2CCOCC2)cc1[N+](=O)[O-]
 : /, 0, 10, 0, -13, 3, -3, -1.8
> Cn1c(CNC(=O)CNC(=O)c2cccc(Cl)c2)cc(=O)n(C)c1=O
 : -6, 0, 31, -3, 0, 5, -1, -1.2
> C[C@@H]1CN([C@@H](C)CO)C(=O)Cc2cc(NS(=O)(=O)c3cccs3)ccc2O[C@H]1CN(C)Cc1ccc(Cl)c(Cl)c1
 : 10, 2, -15, 0, /, -21, -29[16.7 µM], -1.3
> COc1ccc(NC(=O)C2CC(=O)N=C(N)S2)cc1 (stereo unspecified)
 : 0, 3, 10, -5, 1, -4, 8, -1.4
> CN1C(=O)c2cc(NC(=O)c3ccc(F)cc3)ccc2OC[C@H]2O[C@H](CC(=O)N3CCOCC3)CC[C@H]21
 : -5, 13, -3, 0, 2, -1, 4[16.7 µM], -2.0
> COc1ccc2c3c(n(C)c2c1)[C@@H](CO)N(Cc1ccccc1)CC31CN(C(=O)c2ccccc2F)C1
 : 2, /, /, /, 0, -25, /, -0.7
> O=C(C1CCC(CNS(=O)(=O)c2cccc3cccnc23)CC1)N1CCc2ccccc21 (stereo unspecified)
 : 4, -2, 5, -6, 2, -35, -2, -5.1
> Cc1ccc(CNC(=O)c2ccc(S(=O)(=O)N3CCCCC3)cc2)cc1
 : -10, -1, 2, 7, -2, 21, 3, -3.9
> C=C(C)Cn1c(CNC(C)=O)nc2ccccc21
 : -2, -4, -5, /, -4, -3, -4, -2.2
> COC(=O)c1cc(S(=O)(=O)Nc2ccc(C)cn2)c[nH]1
 : -2, 2, -5, -3, 5, 17, 0, 0.7
> CCN(CC)c1ccc(/C=C/C(=O)C2C(=O)C=C(C)OC2=O)cc1 (stereo unspecified)
 : 6, /, -9, /, -96, -8, 11, 7.4
> Cc1ccc(CNC(=O)C2CCC(=O)N2C(C)C)cc1 (stereo unspecified)
 : -16, 1, 3, 0, 9, 15, -8, 2.0
> COC(=O)c1sc2ccccc2c1N
 : 0, -1, /, -4, -1, 6, -1, -0.8
> C[C@@H]1CN([C@H](C)CO)C(=O)c2cccc(NC(=O)C3CC3)c2O[C@H]1CN(C)Cc1ccc(Cl)c(Cl)c1
 : 0, -3, 34, 1, /, -28, 27[16.7 µM], 1.3
> C[C@@H]1CN([C@H](C)CO)C(=O)c2cc(-c3cccnc3)cnc2O[C@H]1CN(C)C(=O)NC1CCCC1
 : -10, 0, -9, 2, -2, 10, 1[16.7 µM], 0.1
> O=C(O)CCC(=O)Nc1cccc(C(=O)c2ccccc2)c1
 : -22, 0, 8, -8, 0, -6, -5, -0.5
> O=C(Nc1ccc(N2CCOCC2)cc1)c1c(F)cccc1Cl
 : 1, -1, -2, -9, -1, 2, -6, 1.8
> CCC1CCc2sc(C(=O)NCC3CCCO3)cc2C1 (stereo unspecified)
 : -2, -2, 2, 5, -3, -5, -5, 1.4
> C[C@H]1CN([C@@H](C)CO)C(=O)c2cc(NS(=O)(=O)c3cccs3)ccc2O[C@@H]1CN(C)Cc1ccc(C(=O)O)cc1
 : 2, -3, /, 1, -10, 16, -2[16.7 µM], 0.2
> Cc1cccc(NC(=O)c2cnccn2)c1
 : 18, -4, -2, 0, 5, /, -1, 1.3
> Cc1ccccc1C(=O)NC1CCS(=O)(=O)C1 (stereo unspecified)
 : 4, -1, 1, 3, -2, /, 3, /
> CC(OC(=O)Cn1cnc2ccccc2c1=O)C(=O)NCc1ccccc1 (stereo unspecified)
 : /, 0, 1, 0, 1, 0, -4, 3.2
> Cc1ccc(OCC(=O)N(Cc2ccc(N(C)C)cc2)C2CCS(=O)(=O)C2)cc1 (stereo unspecified)
 : -2, -1, /, 0, 1, /, -7, /
> CC(C)(C)SC(=O)C[C@@H]1NS(=O)(=O)OC2CCCCC21 (stereo partly specified)
 : -21, 1, 11, -3, -2, 4, 6, 3.8
> CO[C@@H]1CN(C)C(=O)c2cc(NC(=O)c3cnccn3)ccc2OC[C@H](C)N(CC2CC2)C[C@@H]1C
 : 5, /, /, /, -16, 6, /, -0.6
> O=C(COC(=O)/C=C/c1ccc(S(=O)(=O)N2CCOCC2)cc1)NCc1ccc(F)cc1
 : 3, /, /, /, 2, 8, /, ?
> CC(=O)N1CCc2cc(S(=O)(=O)CCC(=O)Nc3cccc(F)c3)ccc21
 : 1, 0, /, 4, 0, /, -2, /
> O=C(NCC[C@@H]1CC[C@H](NS(=O)(=O)c2cccc(F)c2)[C@H](CO)O1)C1CCCCC1
 : 2, 2, 0, -2, -8, 8, /, 0.2
> C=CCn1c(=S)[nH]c2scc(-c3cccs3)c2c1=O
 : /, 4, -3, 5, -11, -30, 1, -4.4
> COc1ccc(NN=Nc2ccc([N+](=O)[O-])cc2)cc1
 : 0, 1, 25, -5, -4, -3, 7, -1.1
> CC(=O)Nc1cccc(OCCCNC(=O)c2ccc(F)cc2)c1
 : -4, 1, 8, 7, -12, 2, 0, -0.1
> CN1CCc2c(c3c(n2C)CCN(C)C3c2ccc(F)cc2)C1c1ccc(F)cc1 (stereo unspecified)
 : 7, 0, /, 0, -5, 12, 45, /

Further structures follow.
Every second line gives: PGC1a acetyl inh, Cneo AK release, Statin myotox sup, PglD DTNB, FN deposition inh, GSIS activator, miR-122 sensor, F508del corr
> Cc1cc(C(=O)OCC(=O)c2c(N)n(C)c(=O)n(C)c2=O)c(C)n1-c1ccccc1
 : -1, 8, 13, 0, /, /, 8, /
> CCc1ccc(C(=O)NNC(=O)c2ccc3c(=O)n4c(nc3c2)CCC4)cc1
 : 16, -1, 2, 0, /, 11, -2, -0.9
> Cc1ccc2c(c1)c(C)c(C)n2CC(O)Cn1nnc2ccccc21 (stereo unspecified)
 : 17, 0, 12, 1, -2, /, -4, /
> COc1ccc(C(=O)N(CC(=O)Nc2sc(C)c(C)c2C(N)=O)C2CCCC2)cc1
 : /, 16, 2, -1, 0, -24, -2, 1.4
> Cc1cc(C)cc(C(=O)NCC(=O)NCc2ccc(S(N)(=O)=O)cc2)c1
 : 2, -1, -5, -4, 2, 1, -5, 0.8
> COC(=O)c1c(-c2ccccc2Cl)noc1/C=C/N(C)C
 : /, -2, 5, 1, -5, 18, -1, /
> CCC(=O)N(C)C[C@H]1Oc2cc(C3=CCCCC3)ccc2S(=O)(=O)N([C@H](C)CO)C[C@H]1C
 : -14, /, -12, /, /, -3, -8[16.7 µM], 4.8
> Cc1ccc(OCc2cc(C(=O)N(C)C3CCCc4ccccc43)no2)cc1C (stereo unspecified)
 : /, 2, 4, -7, 0, -21, 10, -2.1
> CC(=O)Nc1ccc2nc(NC(=O)COc3ccc([N+](=O)[O-])cc3)sc2c1
 : 0, /, /, /, 0, 5, /, 3.7
> CO[C@@H]1CN(C)C(=O)c2cc(NS(=O)(=O)c3cccc(F)c3)ccc2OC[C@@H](C)NC[C@H]1C
 : -11, 0, -3, -1, -9, 1, /, 1.9
